# Screening data deposited in PubChem BioAssay by The Scripps Research Institute Molecular Screening Center.
# PREPL inhibitor: inhibitors of human prolyl oligopeptidase-like enzyme PREPL; Q4J6C6; recombinant PREPL, fluorescence polarization activity-based probe; inhibition, % at 5.96 µM; 320,000 compounds, 0.68% hits; AID 2751; in the data active = inhibition above about 43%;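 also: 0% = enzyme with DMSO and 100% = wells lacking enzyme; many of its hits are not listed in these tables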
# pPAFAH FP inh: pPAFAH (human) enzyme inhibition. Q13093. recombinant pPAFAH, FP-rhodamine probe fluorescence polarization. inhibition, % at 3.39 µM. 330,000 compounds, 1.5% hits;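 active = inhibition above the mean inhibition across the screen plus 3 SD, cut at about 25% in these data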;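 also: inhibitors block binding of the rhodamine activity-based probe so polarization drops; 0% = enzyme with DMSO and 100% = wells lacking pPAFAH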
# Target sequence (Q13093 whole entry, looked up): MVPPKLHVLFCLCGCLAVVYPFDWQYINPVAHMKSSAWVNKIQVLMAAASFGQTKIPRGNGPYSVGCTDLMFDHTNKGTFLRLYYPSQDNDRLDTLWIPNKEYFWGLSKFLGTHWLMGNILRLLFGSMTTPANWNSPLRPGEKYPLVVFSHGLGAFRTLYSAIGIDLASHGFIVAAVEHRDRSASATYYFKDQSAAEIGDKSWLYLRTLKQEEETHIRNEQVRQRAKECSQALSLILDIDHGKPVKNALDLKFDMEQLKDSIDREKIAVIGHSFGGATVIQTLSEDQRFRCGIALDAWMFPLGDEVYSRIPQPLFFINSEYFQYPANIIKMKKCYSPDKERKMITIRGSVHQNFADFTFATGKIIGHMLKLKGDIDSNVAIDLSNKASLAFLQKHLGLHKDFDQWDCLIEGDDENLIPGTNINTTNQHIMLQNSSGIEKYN
# PAFAH1B2 inh: inhibitors of human PAFAH1B2 | 340,000 compounds, 1.2% hits | P68402 | inhibition, % at 3.39 µM | recombinant PAFAH1B2, FP-rhodamine activity probe, fluorescence polarization | AID 492953;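 active = inhibition above the mean of all tested compounds plus 3 SD, cut at about 24% in these data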;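 also: 0% = enzyme with DMSO and 100% = wells lacking PAFAH1B2; many of its hits are not listed in these tables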
# GSTO1 counter: GSTO1 inhibition, counter-screen for RBBP9 inhibitors | 300,000 compounds, 1.1% hits | recombinant GSTO1, activity-based probe fluorescence polarization | inhibition, % at 5.96 µM | P78417;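 active = inhibition above the campaign mean inhibition plus 3 SD, cut at about 35% in these data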;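 also: 0% = GSTO1-1 with DMSO and 100% = wells lacking GSTO1-1 enzyme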
# PAFAH1B3 FP inh: inhibitors of human PAFAH1B3; Q15102; 340,000 compounds, 0.28% hits; recombinant PAFAH1B3, FP-rhodamine probe, fluorescence polarization; inhibition, % at 3.39 µM;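 active = inhibition above the screen-wide average of all tested compounds plus 3 SD, cut at about 25% in these data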;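 also: 0% = enzyme with DMSO only and 100% = wells lacking PAFAH1B3 protein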
# Target sequence (Q15102 whole entry, looked up): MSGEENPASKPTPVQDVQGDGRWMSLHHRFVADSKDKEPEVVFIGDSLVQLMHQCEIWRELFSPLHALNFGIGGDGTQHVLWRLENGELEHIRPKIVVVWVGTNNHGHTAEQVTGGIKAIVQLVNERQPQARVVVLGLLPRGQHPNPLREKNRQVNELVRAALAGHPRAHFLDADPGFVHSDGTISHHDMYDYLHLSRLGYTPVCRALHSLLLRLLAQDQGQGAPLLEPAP
# PAD4 FP inh: blocks human protein arginine deiminase 4 | Q9UM07 | recombinant PAD4, RCA probe fluorescence polarization | inhibition, % at 6.36 µM | 330,000 compounds, 0.41% hits | AID 485272;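 active = percent inhibition above a cutoff equal to the mean of all tested compounds plus 3 SD, cut at about 15% in these data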;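 also: 0% = PAD4 with RCA probe and DMSO and 100% = probe without PAD4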
# LYPLA2 inh: blocks human lysophospholipase 2, a PME1 counter-screen. O95372. recombinant LYPLA2, FP-Rh probe fluorescence polarization. 320,000 compounds, 0.38% hits. inhibition, % at 5.9 µM;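 active = inhibition above the screen-wide mean plus 3 SD, limit set per campaign, cut at about 26% in these data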;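 also: 0% = LYPLA2 with DMSO and 100% = wells lacking LYPLA2 enzyme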
# Target sequence (O95372 whole entry, looked up): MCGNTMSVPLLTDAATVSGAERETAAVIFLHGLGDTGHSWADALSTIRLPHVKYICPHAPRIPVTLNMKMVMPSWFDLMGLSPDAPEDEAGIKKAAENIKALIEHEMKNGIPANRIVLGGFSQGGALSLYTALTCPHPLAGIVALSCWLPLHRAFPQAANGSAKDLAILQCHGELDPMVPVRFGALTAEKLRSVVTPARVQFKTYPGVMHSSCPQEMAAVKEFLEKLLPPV
# LYPLA1 counter: counter-screen for PME1 inhibitors: inhibitors of human LYPLA1; recombinant LYPLA1, FP-Rh probe fluorescence polarization; inhibition, % at 5.9 µM; 320,000 compounds, 0.16% hits; AID 2174;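 active = inhibition above the mean of all tested compounds plus 3 SD, set per campaign, cut at about 14% in these data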;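 also: inhibitors block serine hydrolase probe labeling of LYPLA1 so polarization falls; 0% = enzyme with DMSO and 100% = wells lacking LYPLA1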
# PAFAH2 inh: PAFAH2 (human) inhibition. Q99487. recombinant PAFAH2, FP-rhodamine activity probe, fluorescence polarization. inhibition, % at 3.39 µM. 340,000 compounds, 0.99% hits. AID 492956;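 active = inhibition above the mean over all tested compounds plus 3 SD, cut at about 30% in these data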;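 also: inhibitors block probe labeling of enzyme so polarization drops; 0% = enzyme with DMSO and 100% = wells lacking PAFAH2 protein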
# * marks the source's active call; other numbers are inactive results; . = no result given.
SMILES,PREPL inhibitor,pPAFAH FP inh,PAFAH1B2 inh,GSTO1 counter,PAFAH1B3 FP inh,PAD4 FP inh,LYPLA2 inh,LYPLA1 counter,PAFAH2 inh
CC(OC(=O)C1=NN(c2ccccc2)C(=O)CC1)C(=O)NC1CCCCC1C (stereo unspecified),12,-2,2,.,-3,5,10,2,-2
O=C(Cc1ccccc1)c1c[nH]c(C(=O)C(Cl)(Cl)Cl)c1,1,-2,8,6,10,0,-3,-4,14
CCc1ccccc1OCC(=O)Nc1ccc2c(c1)OCCO2,7,7,9,1,9,0,1,2,1
Cc1nc2ccccn2c1C(=O)NNS(=O)(=O)c1ccc(C(C)(C)C)cc1,-8,3,12,5,9,1,17,-1,-5
COc1ccccc1-c1sc2cc3c(cc2c1C#Cc1cncn1C)OCO3,14,12,-7,.,1,4,.,.,4
O=C(NCC1CCCO1)C(c1ccncc1)N(Cc1ccc(F)cc1)C(=O)CN1C(=O)c2ccccc2S1(=O)=O (stereo unspecified),6,6,2,1,2,0,1,-2,3
O=C(CSc1nn(-c2ccccc2)c(=S)s1)Nc1ncccn1,12,-6,3,-4,4,0,-1,-1,1
O=C(NCCC(=O)N1CCN(c2ccccn2)CC1)c1ccc(Cl)cc1,-8,-2,11,.,5,2,.,.,1
O=C(c1cccc([N+](=O)[O-])c1)c1ccc2c(c1)OCCOCCOCCO2,6,3,.,4,.,-2,0,1,.
CCO[C@H]1OC(C(=O)N2CCOCC2)=C[C@@H](C)[C@@H]1CCCO,10,-3,-4,4,8,-1,1,0,2
Nc1nnc(SCC(=O)Nc2ccc3nc(SCC(=O)Nc4ccccc4)sc3c2)s1,-33,3,1,-7,-2,-4,-8,-12,-14
O=C(O)c1ccc2c(=O)n3c(nc2c1)/C(=C/c1cccc(O)c1)CC3,6,2,0,0,6,-1,5,2,8
Fc1ccccc1CN1CCC(Cc2ccccc2)CC1,1,1,6,2,1,-7,3,1,0
COc1ccc(S(=O)(=O)N(C)CC(=O)NC2CCCCC2)cc1OC,26,0,-3,13,-2,1,1,0,6
C=CCn1c(SC(C)C(=O)NCC2CCCO2)nnc1-c1ccc(OC)cc1 (stereo unspecified),7,4,-1,.,6,3,.,.,1
COC(=O)c1c(NC(=O)CSc2ncnc3c2cnn3-c2ccccc2Cl)sc2c1CCCC2,-10,1,0,-12,4,-2,3,-2,-4
Cc1cc2ncn(S(=O)(=O)N3CCOCC3)c2cc1C,11,-7,6,-3,-2,1,7,4,2
COc1cc(/C=C2\C(=O)ON=C2c2ccccc2)cc(Cl)c1O,-10,2,0,-33,-8,-17,-13,-4,33*
COc1ccc(C(=O)NNC(=O)c2cccc(F)c2)cc1,-12,-8,-1,24,8,-1,-5,0,0
O=C1C(C2=NC(C(=O)O)C3C(=O)N(c4ccc(Cl)cc4)C(=O)C23)=C(O)c2ccccc21 (stereo unspecified),-5,6,2,11,8,2,-6,-4,-15
Clc1ccc(Cc2noc(Cc3ccccc3)n2)cc1Cl,-10,-8,5,-5,9,-4,5,0,9
O=C(O)CCC(=O)N1N=C(c2cccs2)CC1c1ccc(Br)cc1 (stereo unspecified),13,9,-3,6,-2,0,5,4,-4
CCOC(=O)C1=C(O)/C(=C\c2sccc2C)N=C1C,6,1,-1,-1,11,0,6,1,2
CNC(=O)N(O)C1N(NC(=O)Nc2ccccc2)C(=S)SC1(C)C (stereo unspecified),-9,2,8,6,0,-1,-5,3,0
N#CC1=C(Nc2ccc(Br)cc2)CCC1,-2,4,8,1,-3,-4,-4,0,1
Cc1cc(O)c(C=Nc2ccc(N3CCOCC3)cc2)c(C)c1Cl,9,9,-1,3,10,28*,1,2,-1
Fc1cccc(-c2cc3nc4c(c(N5CCC6(CC5)OCCO6)n3n2)CCCC4)c1,12,-1,-5,-2,-8,1,0,3,5
COC(=O)c1cnc(Nc2cc(C)ccc2OC)c2ccccc12,6,2,-2,2,-2,-3,0,-1,2
CCCCC(=O)Nc1cccc(-c2cn3ccsc3n2)c1,8,-1,3,2,-1,-5,9,6,-1
Cc1cc(/C=C(/C#N)c2nc3ccccc3[nH]2)c(C)n1-c1cccc([N+](=O)[O-])c1,44*,10,8,9,7,-4,-16,-22,-10
Cc1ccc(C(=O)NCCc2nc3ccccc3[nH]2)cc1[N+](=O)[O-],2,-4,2,0,-2,0,0,-1,-1
O=C(NC1CC1)c1ccc(S(=O)(=O)NC2CCCCCC2)cc1,-17,5,7,13,-2,0,8,4,3
Cc1c(C(=O)N2CCN(C(c3ccccc3)c3ccccc3)CC2)oc2ccccc12,9,-2,1,.,-5,-1,-5,0,-3
CC1(C)CC(=O)C/C(=N\NC(=O)c2cccs2)C1,-6,1,3,8,6,-1,-2,-3,-5
CSc1nc(C)cc(NC(N)=O)n1,4,2,-4,3,3,-4,-3,0,5
Cc1ccc(N2C(=O)CC(N(CCc3ccccc3)C(=S)Nc3ccc(N(C)C)cc3)C2=O)cc1 (stereo unspecified),9,9,1,1,6,-2,-14,-5,2
CCCc1cc(=O)[nH]c(SCC(=O)N2CCCC2=O)n1,-7,2,2,-6,3,-5,4,-1,5
CCCOc1ccc(Cl)cc1CN1CCOCC1,10,0,-1,1,-2,-4,8,0,-2
Cc1nn(-c2ccccc2)c(C)c1C(=O)NNC(=O)C(F)(F)F,5,-3,-2,23,9,1,0,-3,0
Cc1sc2nc(C(C)C)nc(SCC(=O)N3c4ccccc4CC3C)c2c1C (stereo unspecified),2,-1,-1,4,0,-6,4,-2,-1
CCOC(=O)C1(Cc2ccccc2)CCCN(CCCn2cccn2)C1 (stereo unspecified),5,6,2,2,2,0,3,0,-1
COc1ccccc1C(=O)Nc1nc2nc(-c3ccccc3)cc(=O)n2[nH]1,9,-4,-2,-27,6,-2,-3,-4,1
CCCCC(=O)Nc1ccc(C(=O)Nc2cc(C(F)(F)F)ccc2Cl)cc1,5,0,4,2,6,-3,-2,-5,9
O=C(C1CCCN(Cc2ccccc2F)C1)N1CCCC1 (stereo unspecified),19,-3,3,5,2,-1,5,-2,-4
COc1ccc(CCNC(=O)C(CCC(N)=O)NS(=O)(=O)c2ccc(Cl)cc2)cc1OC (stereo unspecified),5,1,1,2,0,-8,-9,-3,3

# Part of the list above in order of count of non-hydrogen atoms, highest first:
SMILES,PREPL inhibitor,pPAFAH FP inh,PAFAH1B2 inh,GSTO1 counter,PAFAH1B3 FP inh,PAD4 FP inh,LYPLA2 inh,LYPLA1 counter,PAFAH2 inh
C=CCn1c(SC(C)C(=O)NCC2CCCO2)nnc1-c1ccc(OC)cc1 (stereo unspecified),7,4,-1,.,6,3,.,.,1
CCCCC(=O)Nc1ccc(C(=O)Nc2cc(C(F)(F)F)ccc2Cl)cc1,5,0,4,2,6,-3,-2,-5,9
CCOC(=O)C1(Cc2ccccc2)CCCN(CCCn2cccn2)C1 (stereo unspecified),5,6,2,2,2,0,3,0,-1
O=C(O)c1ccc2c(=O)n3c(nc2c1)/C(=C/c1cccc(O)c1)CC3,6,2,0,0,6,-1,5,2,8
Cc1ccc(C(=O)NCCc2nc3ccccc3[nH]2)cc1[N+](=O)[O-],2,-4,2,0,-2,0,0,-1,-1
O=C(NC1CC1)c1ccc(S(=O)(=O)NC2CCCCCC2)cc1,-17,5,7,13,-2,0,8,4,3
CCO[C@H]1OC(C(=O)N2CCOCC2)=C[C@@H](C)[C@@H]1CCCO,10,-3,-4,4,8,-1,1,0,2
O=C(C1CCCN(Cc2ccccc2F)C1)N1CCCC1 (stereo unspecified),19,-3,3,5,2,-1,5,-2,-4
CCCc1cc(=O)[nH]c(SCC(=O)N2CCCC2=O)n1,-7,2,2,-6,3,-5,4,-1,5
CCOC(=O)C1=C(O)/C(=C\c2sccc2C)N=C1C,6,1,-1,-1,11,0,6,1,2
CC1(C)CC(=O)C/C(=N\NC(=O)c2cccs2)C1,-6,1,3,8,6,-1,-2,-3,-5

# (cont.)
SMILES,PREPL inhibitor,pPAFAH FP inh,PAFAH1B2 inh,GSTO1 counter,PAFAH1B3 FP inh,PAD4 FP inh,LYPLA2 inh,LYPLA1 counter,PAFAH2 inh
Cc1cc(N2C(=O)C(=O)/C(=C(/O)c3ccccc3)C2c2cccs2)no1 (stereo unspecified),-5,2,4,-6,2,3,-2,2,7
COc1cc(NC(=O)c2cncc(-c3ccc(C#N)cc3)c2)cc(C(=O)Nc2cccc(C(F)(F)F)c2)c1,17,-5,-15,9,-30,1,-9,-6,-29
COc1ccccc1NC(=O)NC(=O)N(C(C)C)S(C)(=O)=O,16,-8,9,-3,6,-1,-4,-5,-4
O=C(Nc1ccc(Cl)cc1Cl)c1ccc2c(=O)n3c(nc2c1)CCC3,3,5,-5,-22,-7,-6,-6,-10,8
CCc1nn(C(CC)C(=O)NCCCN2CC(C)CC(C)C2)c(=O)c2cc3oc(C)cc3n12 (stereo unspecified),12,7,-5,-6,4,-1,8,6,6
COc1ccc(C2=NOC(C(=O)Nc3cccnc3)C2)cc1 (stereo unspecified),0,3,3,4,1,2,8,0,7
Cc1ccccc1-c1cc(C(=O)NCc2cccc(C(F)(F)F)c2)nn1CC1CC(c2cccc([N+](=O)[O-])c2)=NO1 (stereo unspecified),-2,0,5,-5,-2,5,-7,-7,2
CCN(CC)Cc1c(C(=O)OC)nnn1-c1nonc1N,-6,1,-1,3,4,1,1,-2,7
CC(C)Cn1c(=O)c2ccccc2c2ccccc2c1=O,-3,1,4,6,-1,-1,-2,1,6
CCOC(=O)CCNC(=O)Nc1ccc2nc(C)n(Cc3ccccc3Cl)c(=O)c2c1,-13,7,-1,2,9,-1,-2,1,-6
Nc1nc2ccccc2n1C(=O)c1cccs1,-10,10,1,0,2,0,1,-2,-6
CC(C)[C@H](NC(=O)c1ccco1)C(=O)OCC(=O)Nc1cccc(F)c1,-7,2,3,3,2,-3,-7,-4,0
C/C(=N/NC(=O)c1ccccc1O)c1ccc(N2C(=O)C3CCCCC3C2=O)cc1 (stereo unspecified),8,6,4,1,3,-1,2,1,-4
COc1ccccc1NC(=O)c1ccc(NC(=O)COC(=O)C2(C)CC2(Cl)Cl)cc1 (stereo unspecified),-8,4,-1,-3,-4,-4,-11,-14,-5
COc1cccc(-c2nn(C)c3sc(C(=O)NCc4ccc(C)o4)cc23)c1,-6,-19,-11,-32,-13,1,-55,-29,-15
COc1ccc(NC(=O)COC(=O)[C@@H]2CCCN2C(=O)c2cccs2)c(OC)c1,4,4,1,-4,4,-3,9,4,-3
Cc1ccccc1N1CCN(C2CCCN(C(=O)CCC(F)(F)F)C2)CC1 (stereo unspecified),5,2,3,4,10,-5,-3,2,-3

# A portion of the library, so the mix of outcomes need not match the whole.
